M1 antag – human CHRM1 antagonism; P11229; actives 1.3% (n = 360,000); AID 588852; CHO-K1 hM1, Fluo-8 calcium fluorescence, ACh EC80 antagonist; inhibition, % at 3 µM;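 active = percent inhibition above its own plate's cutoff, namely the mean of that plate's compound wells plus 3 SD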;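 also: peak over basal fluorescence ratio during 140 s after agonist addition; 0% = ACh EC80 plus DMSO and 100% = DMSO alone without agonist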
Target sequence (P11229 whole entry, looked up): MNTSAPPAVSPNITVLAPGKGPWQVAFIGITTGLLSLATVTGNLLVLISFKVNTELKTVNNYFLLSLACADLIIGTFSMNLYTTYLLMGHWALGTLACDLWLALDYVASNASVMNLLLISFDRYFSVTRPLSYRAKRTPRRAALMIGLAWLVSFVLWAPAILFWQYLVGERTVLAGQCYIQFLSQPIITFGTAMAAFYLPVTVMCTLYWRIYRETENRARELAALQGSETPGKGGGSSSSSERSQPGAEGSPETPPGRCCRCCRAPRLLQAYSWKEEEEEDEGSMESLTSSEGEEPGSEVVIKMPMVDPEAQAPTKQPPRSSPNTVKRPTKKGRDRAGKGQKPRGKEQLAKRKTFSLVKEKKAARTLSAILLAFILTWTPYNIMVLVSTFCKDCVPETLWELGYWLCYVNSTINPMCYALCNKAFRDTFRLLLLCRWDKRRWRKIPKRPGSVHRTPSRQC
CHO-K1 Ca ag – counter-screen for M1 agonists: effect in parental CHO-K1 cells | Fluo-8 calcium fluorescence; scaled to maximal ATP response, vehicle zero | activation, % at 3 µM | actives 0.48% (n = 360,000); in the data active = activation above about 15%;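 also: untransfected CHO-K1 host cells lacking M1 receptor as counterscreen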
CHO parental Ca – counter-screen for OX1R antagonists: effect in parental CHO cells. inhibition, % at 5.6 µM. parental CHO-K1, ATP-induced calcium, Fluo-8 fluorescence. AID 463079. actives 0.63% (n = 330,000);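 active = inhibition above that plate's mean sample inhibition plus 3 SD, cut at about 26% in these data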;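 also: 0% = ATP-challenged DMSO wells and 100% = DMSO wells without ATP; some compounds past the cut are filed as inactive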
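material = parental CHO cells | also added = ATP as calcium-mobilizing challenge | dosing = single point at 5.6 µM | detection = intracellular calcium via Fluo-8 no-wash fluorescent dye | read-out = % inhibition | benchmarks = low control ATP plus DMSO, high control DMSO only | repeats = one well per compound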
M1 ag – agonists of human M1 muscarinic receptor. P11229. CHO-K1 hM1, Fluo-8 calcium fluorescence, agonist mode; 0% DMSO, 100% acetylcholine EC100. activation, % at 3 µM. actives 0.33% (n = 360,000);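 active = activation above the run's mean compound activation plus 3 SD, cut at about 16% in these data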;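 also: peak over basal fluorescence ratio within a 140 s kinetic read after compound addition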
M4 antag – antagonists of human muscarinic M4 receptor (CHRM4). P08173. CHO-hM4 cells, ACh EC80, Fluo-8 calcium fluorescence. inhibition, % at 3 µM. actives 0.73% (n = 360,000);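 active = inhibition above its plate's cutoff, the mean inhibition of sample wells plus 3 SD, cut at about 27% in these data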;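 also: 0% = acetylcholine EC80 with DMSO and 100% = DMSO without agonist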
M4 ag – CHRM4 agonism in calcium assay. actives 0.14% (n = 360,000). CHO-K1 hM4/Gqi5, Fluo-8 calcium fluorescence; vehicle 0%, full acetylcholine response 100%. activation, % at 3 µM. P08173;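 active = activation above the run mean over all test wells plus 3 SD, cut at about 32% in these data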;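 also: peak over basal fluorescence ratio per well then scaled between controls; 0% = DMSO wells and 100% = acetylcholine at EC100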
OXTR potentiate – human OXTR potentiation; CHO-OTR cells, Fluo-8 calcium fluorescence, potentiator mode; 0% = oxytocin EC15, 100% = EC100; P30559; activation, % at 3 µM; actives 0.061% (n = 320,000);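 active = activation above that plate's cutoff, the mean activation of tested compounds plus 3 SD, cut at about 6.6% in these data, passing the limit was not always enough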;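 also: 100% uses oxytocin at 75 nM as the full agonist control; some results filed as inactive read as strong as hits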
Target sequence (P30559 whole entry, looked up): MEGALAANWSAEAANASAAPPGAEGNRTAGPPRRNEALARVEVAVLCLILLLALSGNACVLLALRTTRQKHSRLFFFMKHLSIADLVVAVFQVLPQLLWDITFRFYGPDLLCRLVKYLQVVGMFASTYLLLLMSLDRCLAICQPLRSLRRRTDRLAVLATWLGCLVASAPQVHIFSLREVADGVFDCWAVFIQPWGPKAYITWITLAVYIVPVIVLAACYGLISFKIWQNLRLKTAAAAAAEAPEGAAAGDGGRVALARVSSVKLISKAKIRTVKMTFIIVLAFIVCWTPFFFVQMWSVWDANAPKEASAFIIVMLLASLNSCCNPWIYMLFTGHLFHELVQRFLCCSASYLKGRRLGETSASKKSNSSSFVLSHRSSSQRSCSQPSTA
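Assay system: CHO-OTR cells, human receptor / Also added: oxytocin at about EC15, sub-maximal agonist stimulus / Dosing: single dose, 3.0 µM nominal final compound concentration / Incubation: 6 min pre-incubation, 100 s read / Technique: Fluo-8 calcium dye fluorescence / Read-out: % activation vs EC15 and EC100 oxytocin / Benchmarks: EC15 oxytocin low, 75 nM oxytocin high / Replicates: singlicate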
M1 PAM – human CHRM1 positive allosteric modulation | P11229 | CHO-K1 hM1, Fluo-8 calcium fluorescence, ACh EC20; 0% = ACh EC20, 100% = maximal ACh | activation, % at 3 µM | actives 0.088% (n = 360,000); in the data active = activation above about 19%, passing the limit was not always enough
CHO-K1 Ca antag – nonselective inhibitor or artifact in parental CHO-K1 cells; ATP-induced calcium, Fluo-8 fluorescence; actives 0.6% (n = 360,000); AID 602250; inhibition, % at 3 µM;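 active = inhibition above a per-plate cutoff, the plate's mean sample inhibition plus 3 SD, cut at about 24% in these data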;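 also: 0% = DMSO plus EC80 ATP and 100% = DMSO alone without ATP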
Active calls of the source: *; · = not tested or not shown. No enrichment for hits; overall some 2.9% were active at least once.

#1 Cc1cc(C(=O)N/N=C/c2ccc([N+](=O)[O-])o2)c(C)o1
#2 COc1ccc(/C=C/C(=O)NC(=S)N2CCN(C)CC2)cc1
#3 COC(=O)C(/C=N/OCc1ccc([N+](=O)[O-])cc1)NC(=O)c1cccc(Cl)c1 (stereo not given)
#4 CCCN(CC(=O)Nc1ccccc1OC)C(=O)c1ccc(S(=O)(=O)Nc2ccccc2OC)cc1
#5 O=C(CNC(=O)CNC(=O)c1ccc(Cl)cc1Cl)NCc1cccc(Cl)c1
#6 CCOC(=O)Cc1csc(NC(=O)/C=C\c2ccccc2)n1
Compound | 1 | 2 | 3 | 4 | 5 | 6
CHO-K1 Ca antag | -3 | 8 | -2 | -9 | -4 | 9
M4 ag | 0 | 1 | 29 | 21 | -1 | 3
M4 antag | 10 | 1 | 12 | 3 | 3 | -2
CHO-K1 Ca ag | -0.3 | -0.3 | 14 | 3.2 | -0.2 | 1.1
CHO parental Ca | -5 | 6 | 11 | · | -19 | -12
M1 PAM | 20 | 7 | 4 | -6 | 2 | -6
M1 ag | 1 | -3 | 25* | -2 | -4 | -4
M1 antag | -22 | 4 | 4 | 20 | -3 | -7
OXTR potentiate | -16 | -13 | -20 | · | -5 | -3

#7 C=CCNC(=O)N1CCC(c2nc3ccccc3s2)CC1
#8 COc1ccccc1NC(=O)CSc1nc(O)c(Cc2ccccc2)c(=O)[nH]1
#9 COc1ccc2nc(-c3ccccc3)[nH]c2c1
#10 COc1ccc(/C=C/C(=O)OCc2csc(-c3ccccc3)n2)cc1OC
#11 CCOc1ncccc1C(=O)Nc1ccc(S(=O)(=O)Nc2cc(C)nc(C)n2)cc1
#12 CCc1ccc(CNC(=O)C2CCN(c3nnc(C)c4c(C)n(-c5ccc(C)cc5)nc34)CC2)cc1
Compound | 7 | 8 | 9 | 10 | 11 | 12
CHO-K1 Ca antag | -11 | 3 | 8 | 1 | -10 | -18
M4 ag | 2 | 0 | 0 | 3 | 1 | -1
M4 antag | -6 | 0 | 11 | -2 | 8 | 3
CHO-K1 Ca ag | 3.0 | 0.2 | -0.1 | 0.7 | 0.4 | -1.1
CHO parental Ca | 4 | -5 | -2 | -33 | -24 | -9
M1 PAM | 5 | 11 | 2 | 6 | 11 | -13
M1 ag | -4 | -3 | 0 | -6 | -4 | -7
M1 antag | -10 | -18 | 7 | -10 | -8 | 10
OXTR potentiate | -2 | 3 | -13 | -6 | -4 | -11

#13 Cc1ccc(OCc2n[nH]c(=S)n2N)cc1C
#14 CCOc1ccc(C(=O)n2cc(C(=O)OC)c3ccccc32)cc1OCC
#15 C/C(=C\CNc1ncnc2nc[nH]c12)CO
#16 COc1ccc(CNC(=O)C(c2ccco2)N(C(=O)c2csnn2)c2cccc(C)c2C)cc1 (stereo not given)
#17 CC(C)Oc1ccc(Nc2ncnc3ccccc23)cc1
#18 Cc1cccc(OCC(O)CN2CCN(c3ccccn3)CC2)c1C (stereo not given)
Compound | 13 | 14 | 15 | 16 | 17 | 18
CHO-K1 Ca antag | -18 | -10 | -3 | -9 | 7 | -14
M4 ag | 2 | 0 | 0 | 6 | 4 | 4
M4 antag | -1 | 8 | 8 | -2 | -3 | -1
CHO-K1 Ca ag | 3.9 | 1.4 | 0.5 | 2.2 | 1.6 | 1.6
CHO parental Ca | 1 | -15 | -6 | -39 | -1 | -26
M1 PAM | 6 | 12 | 4 | 1 | 7 | 4
M1 ag | -3 | -5 | -2 | -4 | -7 | -3
M1 antag | -8 | -19 | -8 | -5 | -3 | -2
OXTR potentiate | -4 | 1 | -1 | -7 | -3 | -5

Arranged by formula weight (rising): part of the list above
#9 COc1ccc2nc(-c3ccccc3)[nH]c2c1
#1 Cc1cc(C(=O)N/N=C/c2ccc([N+](=O)[O-])o2)c(C)o1
#17 CC(C)Oc1ccc(Nc2ncnc3ccccc23)cc1
#2 COc1ccc(/C=C/C(=O)NC(=S)N2CCN(C)CC2)cc1
#18 Cc1cccc(OCC(O)CN2CCN(c3ccccn3)CC2)c1C (stereo not given)
#14 CCOc1ccc(C(=O)n2cc(C(=O)OC)c3ccccc32)cc1OCC
#8 COc1ccccc1NC(=O)CSc1nc(O)c(Cc2ccccc2)c(=O)[nH]1
#3 COC(=O)C(/C=N/OCc1ccc([N+](=O)[O-])cc1)NC(=O)c1cccc(Cl)c1 (stereo not given)
Compound | 9 | 1 | 17 | 2 | 18 | 14 | 8 | 3
CHO-K1 Ca antag | 8 | -3 | 7 | 8 | -14 | -10 | 3 | -2
M4 ag | 0 | 0 | 4 | 1 | 4 | 0 | 0 | 29
M4 antag | 11 | 10 | -3 | 1 | -1 | 8 | 0 | 12
CHO-K1 Ca ag | -0.1 | -0.3 | 1.6 | -0.3 | 1.6 | 1.4 | 0.2 | 14
CHO parental Ca | -2 | -5 | -1 | 6 | -26 | -15 | -5 | 11
M1 PAM | 2 | 20 | 7 | 7 | 4 | 12 | 11 | 4
M1 ag | 0 | 1 | -7 | -3 | -3 | -5 | -3 | 25*
M1 antag | 7 | -22 | -3 | 4 | -2 | -19 | -18 | 4
OXTR potentiate | -13 | -16 | -3 | -13 | -5 | 1 | 3 | -20

#11 CCOc1ncccc1C(=O)Nc1ccc(S(=O)(=O)Nc2cc(C)nc(C)n2)cc1
#5 O=C(CNC(=O)CNC(=O)c1ccc(Cl)cc1Cl)NCc1cccc(Cl)c1
#16 COc1ccc(CNC(=O)C(c2ccco2)N(C(=O)c2csnn2)c2cccc(C)c2C)cc1 (stereo not given)
#12 CCc1ccc(CNC(=O)C2CCN(c3nnc(C)c4c(C)n(-c5ccc(C)cc5)nc34)CC2)cc1
#4 CCCN(CC(=O)Nc1ccccc1OC)C(=O)c1ccc(S(=O)(=O)Nc2ccccc2OC)cc1
Compound | 11 | 5 | 16 | 12 | 4
CHO-K1 Ca antag | -10 | -4 | -9 | -18 | -9
M4 ag | 1 | -1 | 6 | -1 | 21
M4 antag | 8 | 3 | -2 | 3 | 3
CHO-K1 Ca ag | 0.4 | -0.2 | 2.2 | -1.1 | 3.2
CHO parental Ca | -24 | -19 | -39 | -9 | ·
M1 PAM | 11 | 2 | 1 | -13 | -6
M1 ag | -4 | -4 | -4 | -7 | -2
M1 antag | -8 | -3 | -5 | 10 | 20
OXTR potentiate | -4 | -5 | -7 | -11 | ·

Next section:
#19 CCOc1ccc(Cn2nnc(C(=O)Nc3cc(C)cc(C)c3)c2N)cc1
#20 Cc1cc2c(ncn2Cc2ccccc2)c([N+](=O)[O-])c1C
#21 CC(C)n1c(SC2C(=O)CC(C)(C)CC2=O)nc2c1c(=O)n(C)c(=O)n2C
#22 NCc1ccccc1CS(=O)(=O)N1CCOCC1
#23 Cc1cc(-c2nnc(-c3cccc(C(F)(F)F)c3)o2)no1
#24 O=C(O)CN1C(=O)CSC1=S
#25 COC(=O)c1cccc(N2C(=O)C3C4C=CC(CC4)C3C2=O)c1 (stereo not given)
#26 CC1C(=O)N2CCCc3cc(S(=O)(=O)NCc4ccccc4Cl)cc1c32 (stereo not given)
#27 CN(Cc1ccccc1)Cc1nc2c(c(=O)n(C)c(=O)n2C)n1Cc1ccccc1Cl
Compound | 19 | 20 | 21 | 22 | 23 | 24 | 25 | 26 | 27
CHO-K1 Ca antag | 1 | -5 | -21 | -14 | 3 | 6 | 4 | -12 | 6
M4 ag | 2 | 1 | 1 | 0 | 10 | 2 | 1 | 2 | -1
M4 antag | -4 | 0 | -8 | 11 | 7 | 0 | 3 | 7 | 2
CHO-K1 Ca ag | 0.4 | 0.4 | 0.5 | 0.8 | 4.3 | 0.1 | 0.5 | 2.6 | -0.1
CHO parental Ca | -1 | -10 | -7 | -8 | -2 | · | -1 | -22 | -16
M1 PAM | 0 | 11 | 7 | -1 | -9 | 11 | 9 | 6 | 7
M1 ag | 3 | -7 | -1 | -2 | -3 | -1 | -3 | -2 | -4
M1 antag | -4 | -7 | -5 | 1 | 12 | -9 | -5 | -3 | -7
OXTR potentiate | -20 | -6 | -12 | -6 | -7 | · | 1 | -4 | -2
